# High-throughput results: PubChem BioAssay, several laboratories
# WT yeast gro inh = growth inhibition of WT yeast, mitochondrial fusion screen; actives 2.1% (n = 190,000); mitochondrial fusion phenotypic screen, WT strain; inhibition, % at 10 µM; in the data active means inhibition above about 58%; tested in S. cerevisiae
# Dynein cargo inh = dynein cargo transport inhibition | actives 0.47% (n = 220,000) | AID 1381 | 3617.4 mouse cells, GR-EGFP nuclear translocation imaging; test concentration mostly 20 µM; stimulated with dexamethasone, 1 µM; active compounds read low | z-score, hits read low;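 active means plate z-score of nuclear minus cytoplasmic receptor signal below a set negative limit, without overly bright fluorescence or cell loss, cut at about -3.5 in these data, passing the limit was not always enough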;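 further: z-score of nuclear minus cytoplasmic ring GR-EGFP intensity difference per well; some compounds called inactive have numbers as strong as hits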
#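 Medium: Induction medium lacking tetracycline, stripped serum | Probe or stimulus: 1.0 µM final dexamethasone stimulus | Schedule: 48 h induction, then 1 h compound, then 30 min agonist, 37 °C | Signal: Automated 10x imaging of fixed Hoechst-stained cells | Evaluation: Per-cell GR-EGFP intensity, nucleus versus surrounding cytoplasmic ring, well-averaged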
# CSM14.1 death rescue = protection against thapsigargin-triggered cell killing – 384-well, CSM14.1, ATP luminescence, primary screen (AID 1222) | CSM14.1 thapsigargin-induced death rescue, ATP luminescence; higher % means a stronger effect | cellular ATP content (survival), % at 20 µM, or EC50 in µM where a hit was titrated | 190,000 tested, under 10 active;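 active means EC50 below 50 µM in the dose-response confirmation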;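 further: death triggered by thapsigargin at about 15 µM added after 2 h compound pretreatment; cell ATP read after overnight thapsigargin exposure of roughly 18 to 22 hours; normalized against plate controls of thapsigargin alone and 5% DMSO vehicle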
# b-catenin transl = beta-catenin nuclear translocation modulation; HeLa beta-catenin nuclear translocation, immunofluorescence imaging; nuclear translocation activity, % at 5 µM; actives 0.3% (n = 190,000); AID 1665;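 active means nuclear translocation activity above 50% at 5 µM, with a well cell count of 50 or more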;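 further: per-cell ratio of nuclear to cytoplasmic median beta-catenin stain intensity; plate controls were DMSO negative control for no effect and GSK-3 inhibitor IX positive control for full effect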
#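 Test system: human HeLa cells, native beta-catenin. Compound dosing: 5 µM primary single dose, 0.1% DMSO, 0.02–20 µM confirmation series. Incubation: compound exposure 24 h at 37°C. Detection: beta-catenin immunostaining with DAPI counterstain, 20x imaging, 6 fields/well. Read-out basis: Nuclear/cytoplasmic beta-catenin signal ratio, % activation.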
# MT stabilize HCS = microtubule stabilization, imaging screen. % tubulin-high responders, % at 10 µM. HeLa tubulin immunostaining HCS, 24 h; share of cells brighter than vehicle mean+2SD. actives 0.83% (n = 200,000). AID 2205;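 active means plate Z-score above 3 for both tubulin-high and condensed-nucleus cell shares, with cell loss under 80%, at 10 µM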;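 further: anti alpha tubulin signal scored within the nucleus-defined area of each cell; some results filed as inactive read as strong as hits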
# Hep lipid drop = modulators of hepatic lipid droplet formation | AML12 mouse hepatocytes, oleate lipid droplets, BODIPY imaging | inhibition, % at 6.5 µM | actives 0.4% (n = 240,000) | AID 1656;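 active means lipid droplet intensity inhibited by at least 50%, with more than 500 cells counted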
#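 Assay system: AML12 mouse liver cells | Compound dosing: One dose, 6.5 µM compound | Read-out basis: Droplet intensity reduction, % inhibition | Measured by: Fluorescence imaging, 20x objective, two fields per well | Schedule: Overnight treatment with compound plus oleate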
# Autophagy HCS = alters autophagy in cells; MEF GFP-LC3 puncta imaging; test concentration mostly 10 µM; calls only at 10 µM (by protocol); actives 0.98% (n = 190,000); AID 463193;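 active means percentage of spot-positive cells more than 3 SD above its plate mean, without a fluorescence outlier flag or 80% toxicity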;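 further: spot-positive cell cutoff set from DMSO-treated cells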
# Ins promoter up = MIN6 insulin promoter up-regulation. MIN6 insulin promoter-GFP reporter, high-content imaging; active compounds read high. z-score at 5 µM. actives 0.3% (n = 190,000). AID 1625;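 active means z-score above 3 at 5 µM with at least 500 cells counted in the well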
# XIAP antagonists = small molecules displacing peptide from XIAP – biochemical, IAP family, fluorescence polarization (AID 1018). XIAP BIR domain, fluorescence polarization peptide displacement; higher % means a stronger effect. displacement, % at 20 µM, or IC50 in µM where a hit was titrated. actives 0.007% (n = 200,000); in the data active means displacement above about 50%; further: a part of the inactive calls stands beside numbers as strong as those of hits
# WT yeast gro inh mutant strain = second read-out of WT yeast gro inh, no call of its own (marks repeat the call); inhibition, %; mitochondrial fusion phenotypic screen, mutant strain inhibition
# Dynein cargo inh cytoplasmic EGFP = recorded beside Dynein cargo inh, whose call it bears; z-score; measured here: cytoplasmic GR-EGFP intensity; active compounds read high
# Dynein cargo inh nuclear GR-EGFP = further read-out of Dynein cargo inh, marked with its call; z-score; measured here: nuclear GR-EGFP intensity;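 lower value marks the stronger effect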
# Dynein cargo inh cell count = further read-out of Dynein cargo inh, marked with its call; z-score; measured here: cell count per field
# Ins promoter up cell count = second read-out of Ins promoter up, no call of its own (marks repeat the call); cell count; measured here: cytotoxicity, nuclei count;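 total cells summed across four imaged fields per well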
# Hep lipid drop cells 6.5 µM = further read-out of Hep lipid drop, marked with its call; cell count; measured here: cell count, cytotoxicity flag;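 cells counted across two imaged fields per well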
# b-catenin transl cell count 5 µM = also measured in b-catenin transl; calls as there; cell count; measured here: cell count, cytotoxicity flag
# MT stabilize HCS Hoechst-high % = recorded beside MT stabilize HCS, whose call it bears; % Hoechst-high responders; measured here: nuclear condensation Hoechst responders;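 share of cells brighter than vehicle mean plus two SD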
# MT stabilize HCS cytotoxicity % = second read-out of MT stabilize HCS, no call of its own (marks repeat the call); toxicity, %; measured here: cytotoxicity by cell density;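 0% = mean cell density of plate MIN control wells and 100% = no cells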
# Autophagy HCS cell loss 18 h = second read-out of Autophagy HCS, no call of its own (marks repeat the call); toxicity, %; measured here: cell loss, nuclei count;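 cell loss after 18 h compound exposure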
# An asterisk follows results filed as active; i = inactive; · = not tested or not shown. No enrichment for hits. Share with any hit: about 4%.
Compound,WT yeast gro inh,WT yeast gro inh mutant strain,Dynein cargo inh,Dynein cargo inh cytoplasmic EGFP,Dynein cargo inh nuclear GR-EGFP,Dynein cargo inh cell count,CSM14.1 death rescue,b-catenin transl,b-catenin transl cell count 5 µM,MT stabilize HCS,MT stabilize HCS Hoechst-high %,MT stabilize HCS cytotoxicity %,Hep lipid drop,Hep lipid drop cells 6.5 µM,Autophagy HCS,Autophagy HCS cell loss 18 h,Ins promoter up,Ins promoter up cell count,XIAP antagonists
CC(Oc1ccc(-c2ccccc2)c(F)c1)c1ccn(S(=O)(=O)c2ccc(Cl)cc2)n1 (stereo not drawn),0,3,0.8,-0.21,0.078,-0.53,2.7%,·,·,0.9,3.0,8.5,·,·,i,9,·,·,-8.2%
CCN1CCN(c2ccc(NC(=O)c3ccc(F)cc3)cc2Cl)CC1,4,1,-0.072,-0.18,0.091,0.33,-2.1%,0.2,1105,1.8,1.1,1.5,15,733,i,6,-0.02,1248,4.0%
COc1cc(-c2nc3cnccc3n2C)cc(OC)c1OC,10,8,-1.5,-0.38,-0.7,0.73,-0.2%,-3.6,1028,2.9,2.3,0.6,·,·,i,3,-0.16,1544,3.0%
C=CCn1c(-c2cnn(-c3ccccc3)c2N)n[nH]c1=S,·,·,0.92,-0.23,1.6,-1.4,·,0.2,1298,·,·,·,5,712,·,·,-0.15,945,·
c1ccc(Cn2nnc3c(NCC4CCCO4)ncnc32)cc1 (stereo not drawn),-8,-8,1.4,-0.19,0.62,-1.5,-1.6%,1.5,571,4.3,2.5,9.7,·,·,i,10,1.7,1153,-9.4%
COc1ccccc1CN1C[C@@H]2C[C@@H](c3cccc(O)c3)N3CCC[C@@]23C1=O,5,11,1.6,0.65,1.6,-1.9,-0.8%,0.0,1010,3.4,2.3,3.8,-42,623,i,18,·,·,-7.8%
CCn1c(Cc2ccccc2)nnc1SCC(=O)NC(C)(C)C,31,37,-0.6,-0.19,-0.41,0.57,2.1%,2.6,1401,1.9,1.7,4.6,·,·,i,-1,-0.06,1492,-5.5%
Cc1cc(C)c(S(=O)(=O)N2CCN(CCO)CC2)c(C)c1,-1,4,0.031,-0.25,0.15,0.29,-1.4%,-6.5,1073,4.0,3.4,0.8,·,·,i,2,-1.5,951,-2.6%
O=c1[nH]c2ccccc2nc1/C=C(\O)C(F)F,-7,9,0.17,0.1,0.23,0.37,0.3%,1.2,1005,2.9,1.8,9.8,4,601,i,0,0.74,1009,-0.7%
Cc1nn(-c2ccccc2)c(Cl)c1/C=N/Nc1nc2ccccc2[nH]1,17,18,0.08,-0.21,0.32,0.66,-1.7%,-2.3,1162,6.2,2.7,7.7,15,723,i,0,-0.26,1376,-7.6%
CCN(CC)S(=O)(=O)c1cccc(NC(=O)COc2ncnc3sccc23)c1,-9,11,-0.75,-0.35,0.0088,0.66,-0.5%,-1.1,1097,2.2,2.3,5.1,-16,717,i,-6,-0.16,1220,-5.1%
Cc1ccc(C2CC(=O)C=C(Nc3ccc(Cl)cc3)C2)cc1 (stereo not drawn),-2,-5,-0.69,-0.13,-0.59,0.92,0.3%,0.1,1177,2.0,2.8,4.7,-17,605,i,-6,0.1,1463,1.8%
CC1=CC2=NC(=O)/C(=C\c3cccn3CCOc3cc(C)cc(C)c3)C(=N)N2O1,40,13,2.4,-0.019,2.5,-1.9,-0.2%,-2.9,1031,2.4,3.2,2.4,-7,605,i,-2,0.66,1454,-4.5%
O=C(Cn1cncn1)N/N=C/c1ccc(Cl)cc1,-4,-11,0.0068,-0.22,0.53,0.4,10%,-5.9,575,3.9,1.5,10,12,731,i,6,0.19,1252,-1.4%
CCOC(=O)C1CCC2(CC1)C(C#N)=C(N)Oc1n[nH]c(C)c12 (stereo not drawn),-9,2,-0.37,-0.087,0.15,0.52,-1.5%,-1.9,552,3.9,2.5,5.9,0,723,i,-7,·,·,-0.5%
CC(=O)NC(Cc1cc(C)ccc1C)C(=O)N1CCN(C(=O)c2ccc(Br)cc2)CC1 (stereo not drawn),-12,8,-0.48,-0.2,-0.85,0.69,2.1%,-0.2,1567,2.2,1.9,8.0,2,748,i,17,0.74,1314,17%
CC(=O)Nc1sc2c(c1C(c1cccs1)N1CCOCC1)CCCC2 (stereo not drawn),14,28,-0.5,-0.32,-0.35,0.54,-0.7%,-3.5,1032,3.7,0.8,7.0,·,·,i,-1,0.33,1350,-5.3%
COc1ccc(-c2c(C)sc(NC(=O)c3ccnn3C)c2C#N)cc1,-11,-44,-1.1,-0.33,-0.88,1.3,1.1%,-4.9,503,2.0,1.3,0.5,-15,732,i,16,0.2,1231,-2.7%
CC(NC(=O)c1cc(-c2ccccc2)nc2ccccc12)C1CCCO1 (stereo not drawn),-4,-9,-1,-0.041,-0.88,1.5,0.3%,0.8,1503,1.7,1.3,0.6,-5,603,i,-6,-0.48,1501,-3.5%
CCOc1ccc(Oc2c(/C=N/NC(C)=O)c(C)nn2-c2ccccc2)cc1,-8,-7,0.049,-0.22,0.3,0.29,-0.8%,-2.3,1119,2.5,3.8,5.7,19,658,i,-21,-0.67,1483,-5.1%
Cc1ccc(-c2cc(C(=O)O)n[nH]2)o1,14,5,-0.47,0.34,0.16,-0.75,·,·,·,1.3,1.1,26,5,639,i,-8,0.24,1259,-5.1%
O=C(O)c1ccc(CN(c2ccccn2)S(=O)(=O)c2ccccc2)cc1,3,5,0.51,0.034,0.65,-0.38,-0.4%,-3.6,974,3.8,2.8,3.6,·,·,i,1,-0.09,1315,2.0%
O=C(COC(=O)/C=C/c1ccc(Cl)cc1)Nc1ccc2c(c1)OCCO2,-5,-8,-0.24,-0.26,0.49,-0.055,1.2%,0.2,968,1.0,1.9,8.1,2,384,i,-8,0.61,1307,0.7%
O=C(C1CCCN1S(=O)(=O)c1ccc(Cl)c(Cl)c1)N1CCOCC1 (stereo not drawn),-24,-12,0.6,-0.41,0.67,-0.45,0.5%,-3.5,975,7.0,2.1,1.5,·,·,i,14,0.25,1500,-2.9%
CCOC(=O)c1csc(NC(=O)c2ccc(S(=O)(=O)N(C)C)cc2)n1,3,-22,-0.22,-0.11,-0.0032,0.72,-1.0%,-3.7,905,5.3,2.2,5.3,·,·,i,-1,0.26,1227,-8.4%
CCCn1nc(C(=O)OCn2nnc3ccccc3c2=O)c2ccccc2c1=O,6,2,-0.51,-0.23,-0.22,0.92,-3.4%,-1.2,545,1.9,1.4,1.3,-5,674,i,3,0.32,1282,-11%
CC(C)(C)c1nc(NCCN2CCOCC2)c2nnn(Cc3ccccc3Cl)c2n1,4,-4,-0.55,-0.22,-0.0029,-0.058,-1.5%,-2.8,843,5.1,3.0,5.1,·,·,i,-7,2.2,1206,-8.9%
CCOC(=O)c1nn(-c2ccc(C)cc2)c(C)c1C(C)=O,35,19,1.2,0.038,1.2,-2.5,0.1%,-0.8,1174,2.1,1.3,10,17,777,i,40,2,1297,-14%
Cc1cnc(CN(C)C(=O)c2cc(COc3c(F)cccc3F)on2)[nH]1,-15,0,0.7,-0.31,0.13,0.32,-0.6%,-0.6,863,2.8,1.2,4.6,3,782,i,13,-1.2,1346,-6.0%
CN1CCN(/N=C/c2ccc(C#N)cc2)CC1,-2,8,0.54,-0.38,1.2,0.57,0.7%,1.5,851,5.1,2.8,5.9,-15,702,i,-6,1.4,1190,-9.4%
CCCCNC(=O)CNC(=S)N(Cc1ccccc1)Cc1cccnc1,4,13,0.83,-0.26,0.59,0.35,1.9%,-2.9,1101,3.6,1.3,2.6,-6,692,i,7,·,·,-1.8%
Cc1cccc(OCCCN2CCCCCC2)c1,-10,87,-0.41,-0.21,0.04,0.94,-3.0%,·,·,4.3,1.8,4.9,-7,744,i,-7,-0.08,1232,-2.9%
O=C(NCc1cccnc1)c1ccc(CN2CCc3ccccc3C2)cc1,-1,-7,-0.33,-0.19,-0.12,0.98,-0.4%,2.4,959,2.8,2.9,6.6,15,772,i,2,·,·,-3.1%
CC1CCCC(C)N1C(=O)Cn1c(=O)sc2ccccc21 (stereo not drawn),8,5,0.14,-0.24,0.18,0.33,-0.9%,1.3,1130,5.3,2.2,3.8,·,·,i,10,-0.68,997,-7.0%
NS(=O)(=O)c1ccc(CCNC(=O)CSc2nc3ccccc3c(=O)n2CCN2CCOCC2)cc1,-5,13,-0.48,-0.19,-0.29,1.5,-1.7%,-0.5,1205,4.0,3.5,4.0,-6,671,i,-3,0.6,1161,-0.2%
